mHTT CaM bind: disrupts binding of mutant huntingtin to calmodulin | P42858 | AlphaScreen His-mHTT/GST-CaM binding, luminescence | inhibition, % at 15 µM | 190,000 tested, 3.6% active;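 note: 0% = both proteins with DMSO and 100% = one protein alone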
Target sequence (P42858 whole entry, looked up, stated change not applied): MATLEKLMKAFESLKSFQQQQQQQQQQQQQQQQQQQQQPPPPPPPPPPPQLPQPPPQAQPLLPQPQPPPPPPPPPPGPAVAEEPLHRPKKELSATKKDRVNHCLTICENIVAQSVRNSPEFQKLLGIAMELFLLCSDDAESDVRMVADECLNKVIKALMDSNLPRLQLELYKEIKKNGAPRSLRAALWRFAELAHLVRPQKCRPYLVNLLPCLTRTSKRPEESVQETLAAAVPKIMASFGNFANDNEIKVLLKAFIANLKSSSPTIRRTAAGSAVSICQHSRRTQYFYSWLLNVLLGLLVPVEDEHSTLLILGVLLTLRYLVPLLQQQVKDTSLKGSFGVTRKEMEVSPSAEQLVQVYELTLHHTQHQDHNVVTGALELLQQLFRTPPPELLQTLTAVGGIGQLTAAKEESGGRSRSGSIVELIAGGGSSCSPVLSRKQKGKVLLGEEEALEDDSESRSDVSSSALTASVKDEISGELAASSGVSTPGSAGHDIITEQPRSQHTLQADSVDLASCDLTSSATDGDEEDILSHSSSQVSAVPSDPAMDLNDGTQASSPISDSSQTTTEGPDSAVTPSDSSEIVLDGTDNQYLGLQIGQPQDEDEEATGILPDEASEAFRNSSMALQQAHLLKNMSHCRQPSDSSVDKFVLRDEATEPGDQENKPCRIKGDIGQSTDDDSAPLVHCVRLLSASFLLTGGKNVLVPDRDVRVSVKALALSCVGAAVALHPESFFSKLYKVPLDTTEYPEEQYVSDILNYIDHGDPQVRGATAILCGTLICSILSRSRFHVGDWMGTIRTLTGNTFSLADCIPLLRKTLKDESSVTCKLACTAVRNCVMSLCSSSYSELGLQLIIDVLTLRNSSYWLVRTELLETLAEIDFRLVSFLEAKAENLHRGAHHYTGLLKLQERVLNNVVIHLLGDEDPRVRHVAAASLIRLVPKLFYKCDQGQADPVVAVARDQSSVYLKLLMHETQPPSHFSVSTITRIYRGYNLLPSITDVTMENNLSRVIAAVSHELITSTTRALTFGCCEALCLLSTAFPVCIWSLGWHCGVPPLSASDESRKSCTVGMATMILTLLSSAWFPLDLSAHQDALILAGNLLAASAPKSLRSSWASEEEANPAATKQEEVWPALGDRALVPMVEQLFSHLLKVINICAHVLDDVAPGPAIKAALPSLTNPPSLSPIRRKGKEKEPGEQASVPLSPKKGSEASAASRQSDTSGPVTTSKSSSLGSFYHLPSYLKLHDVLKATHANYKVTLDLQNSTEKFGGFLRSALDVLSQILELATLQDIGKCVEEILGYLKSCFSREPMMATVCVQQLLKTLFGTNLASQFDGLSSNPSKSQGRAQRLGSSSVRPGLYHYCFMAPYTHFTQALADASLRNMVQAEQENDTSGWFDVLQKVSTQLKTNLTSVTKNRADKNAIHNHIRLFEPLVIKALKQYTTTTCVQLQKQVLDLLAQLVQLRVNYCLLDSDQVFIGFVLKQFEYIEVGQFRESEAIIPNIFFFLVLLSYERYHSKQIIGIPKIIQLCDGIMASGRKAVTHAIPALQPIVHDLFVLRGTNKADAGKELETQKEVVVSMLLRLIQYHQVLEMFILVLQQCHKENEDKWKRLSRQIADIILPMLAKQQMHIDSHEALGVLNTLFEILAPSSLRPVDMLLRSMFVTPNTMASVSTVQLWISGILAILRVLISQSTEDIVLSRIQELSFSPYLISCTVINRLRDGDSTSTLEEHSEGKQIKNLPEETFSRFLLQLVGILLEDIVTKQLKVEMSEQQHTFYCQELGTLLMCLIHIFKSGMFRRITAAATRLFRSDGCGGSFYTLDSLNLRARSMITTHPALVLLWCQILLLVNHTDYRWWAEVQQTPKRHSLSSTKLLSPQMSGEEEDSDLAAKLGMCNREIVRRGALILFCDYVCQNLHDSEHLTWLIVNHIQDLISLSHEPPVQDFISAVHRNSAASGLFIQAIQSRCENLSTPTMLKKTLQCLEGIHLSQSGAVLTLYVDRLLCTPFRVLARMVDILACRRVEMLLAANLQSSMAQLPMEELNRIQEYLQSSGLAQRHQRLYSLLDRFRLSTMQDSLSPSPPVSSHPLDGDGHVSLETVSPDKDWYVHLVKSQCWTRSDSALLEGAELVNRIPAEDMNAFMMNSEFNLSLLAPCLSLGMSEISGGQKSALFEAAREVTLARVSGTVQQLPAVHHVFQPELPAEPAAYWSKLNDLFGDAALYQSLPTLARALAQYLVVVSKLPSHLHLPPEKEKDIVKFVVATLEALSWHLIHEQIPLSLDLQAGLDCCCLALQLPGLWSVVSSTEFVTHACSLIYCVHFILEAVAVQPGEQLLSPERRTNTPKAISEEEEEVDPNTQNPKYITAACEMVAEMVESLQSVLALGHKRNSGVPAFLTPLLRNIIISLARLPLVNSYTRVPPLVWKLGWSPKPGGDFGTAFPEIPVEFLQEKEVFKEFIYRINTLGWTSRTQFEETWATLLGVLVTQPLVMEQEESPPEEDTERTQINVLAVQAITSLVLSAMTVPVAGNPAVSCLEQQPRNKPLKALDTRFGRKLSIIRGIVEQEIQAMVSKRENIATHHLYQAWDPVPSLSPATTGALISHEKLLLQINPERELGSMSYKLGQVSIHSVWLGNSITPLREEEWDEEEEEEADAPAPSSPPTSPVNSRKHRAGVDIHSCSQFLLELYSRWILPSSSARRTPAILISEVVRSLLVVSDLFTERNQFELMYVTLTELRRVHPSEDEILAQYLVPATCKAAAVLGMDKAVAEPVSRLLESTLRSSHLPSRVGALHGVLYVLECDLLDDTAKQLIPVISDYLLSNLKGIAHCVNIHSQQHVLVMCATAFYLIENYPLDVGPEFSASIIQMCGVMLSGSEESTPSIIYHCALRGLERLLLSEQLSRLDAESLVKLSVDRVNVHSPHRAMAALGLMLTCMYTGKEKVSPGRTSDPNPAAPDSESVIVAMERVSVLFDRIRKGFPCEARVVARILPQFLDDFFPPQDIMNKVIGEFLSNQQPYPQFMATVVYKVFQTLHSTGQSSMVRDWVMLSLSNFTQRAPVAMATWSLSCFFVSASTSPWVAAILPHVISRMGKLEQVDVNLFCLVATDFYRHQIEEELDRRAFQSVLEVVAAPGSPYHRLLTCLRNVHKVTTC
Pf apPOL inh: Pf-apPOL DNA polymerase inhibition; Recombinant Pf-apPOL, molecular beacon fluorescence, 1.5 h; inhibition, % at 10 µM; 210,000 tested, 0.25% active; AID 1794808
* hit, by the source's call; . = not tested or not shown. Cut-off read from the data, not from the text of the source: active = inhibition above about 50%; inactive = the rest.

SMILES	mHTT CaM bind	Pf apPOL inh
COc1ccc(-c2cc(C(F)(F)F)n3ncc(C(=O)NCc4ccco4)c3n2)cc1OC	1	-7
C=CCN1[C@H](C)COc2cccc(N3CCCC3)c2S1(=O)=O	-6	-4
CCCCCCNS(=O)(=O)c1ccccc1Br	-32	-6
O=C(Cc1ccc([N+](=O)[O-])cc1)c1ccc(Br)cc1O	-5	-9
CCN1CCN(c2ncc3c(n2)CCN(Cc2ccc(Cl)c(F)c2)C3)CC1	63*	1
CCC(=O)N1N=C(c2ccc(OC)c(OC)c2)CC1c1cc2cc(OC)ccc2nc1Cl (centres undefined)	1	-5
Cc1ccc(C(=O)Nc2c3c(nn2-c2ccc(C)cc2)CSC3)cc1	35	6
NS(=O)(=O)c1ccc(CNC(=O)C2CCCN(c3ccc(-n4ccnc4)nn3)C2)cc1 (centres undefined)	-12	6
CCn1c(SC)nnc1-c1nn(C)c2c1CN(C(=O)c1ccccc1F)CC2	4	-3
CC(C)=CC(=O)Nc1nc(-c2ccccc2Cl)cs1	-17	-5
CC(C)NC(=O)N1CCCC(c2cccc(C(=O)NCc3ccc4c(c3)OCO4)c2)C1 (centres undefined)	11	-2
COc1ccccc1CC(=O)Nc1cccc(C(=O)Nc2ccccc2C(=O)O)c1	-3	11
O=C(NCC1CCCO1)N1CCCn2nc(-c3ccncc3)cc2C1 (centres undefined)	-3	-5
CCNc1cc(N2CCCC(CCC(=O)NCc3ccccc3C)C2)ncn1 (centres undefined)	-1	-2
COc1cc(OC)c(C2SCCN2S(=O)(=O)c2ccc(F)cc2)cc1OC (centres undefined)	-3	1
O=C(Nc1ccccc1F)c1ccc(Cl)c([N+](=O)[O-])c1	6	6
O=C(Nc1cc(C(F)(F)F)ccc1Cl)c1ccco1	-23	-2
C=CCNC(=O)C1CC(=O)N(Cc2ccc(F)cc2)C1 (centres undefined)	7	-11
O=C(CCC1CCCN(c2cc(NC3CC3)ncn2)C1)NCc1ccccn1 (centres undefined)	34	-4
CC(C)n1c(C2CCN(C(=O)C3(c4ccccc4)CC3)C2)nc2ccncc21 (centres undefined)	2	-9
CN(C)c1ccc(C=NNC(N)=S)cc1C#N	.	-5
O=S(=O)(NCC(O)c1ccc(C(F)(F)F)cc1)c1cccnc1 (centres undefined)	-6	-10
CCN1CCN(C(=O)C2CCc3sc(C(=O)N(CC)CC)cc3C2)CC1 (centres undefined)	-1	-7
CC(C)N1C(=O)C(C)(C(=O)NCc2ccccc2Cl)Oc2cccnc21 (centres undefined)	-7	-6
O=C(NCc1ccc(Cl)cc1)c1ccc(-c2cccnc2)nc1	-3	-1
Going on with the list:
SMILES	mHTT CaM bind	Pf apPOL inh
CCCc1cc(C2CCCN2Cc2cn[nH]c2-c2ccc(F)cc2)no1 (centres undefined)	19	-2
NC(=O)C1CCN(C(=O)Cc2cc(-c3ccc(F)cc3)on2)CC1	-12	-8
CC1=C(C(=O)Nc2ccccn2)C(c2ccc(Cl)cc2)C2=C(CCCC2=O)N1 (centres undefined)	-1	-1
O=c1nc(SCc2ccccc2F)c2c(n1CC1CCCO1)CCC2 (centres undefined)	15	-4
O=S(=O)(NCc1cc(F)cc2c1OCOC2)c1cccc2nonc12	.	-8
Cc1ccnc(N2CCC(C(=O)NCCCN(C)Cc3ccccc3)CC2)n1	-2	-1
Cc1oc2c(CN3CCOCC3)c(O)ccc2c(=O)c1Oc1ccccc1Br	7	4
O=C(c1cc2ccccc2oc1=O)n1cc(Br)cn1	-6	-3
CCn1c(C2CCN(S(=O)(=O)c3ccc(F)cc3)C2)nc2cccnc21 (centres undefined)	-1	-6
COc1cccc(C2C(N3C(=O)c4ccccc4C3=O)C(=O)N2c2ccc(C)c(C)c2)c1 (centres undefined)	8	0
COc1ccc(-c2nc3cccnc3n2C2CCN(C(=O)NCc3ccc(F)cc3)C2)cc1 (centres undefined)	77*	1
COc1ccc(-c2oc3c(CC=C(C)C)c(O)cc(O)c3c(=O)c2O)cc1	.	6
Cc1ccccc1S(=O)(=O)N1CCC(n2cnc3ccc(Cl)cc3c2=O)CC1	-8	1
CC(=O)Nc1ccc(S(=O)(=O)Nc2nc(-c3ccccc3)c(-c3ccccc3)o2)cc1	15	-4
OC(CSCc1cccc(C(F)(F)F)c1)C(O)CSCc1cccc(C(F)(F)F)c1 (centres undefined)	100*	.
Cc1cc(S(N)(=O)=O)c(C)c(S(=O)(=O)c2ccc(Cl)cc2)c1	10	-88
COCCNC(=O)C1CCN(c2nc3ccc(-c4ccc(OC)cc4)nc3s2)CC1	11	5
Cc1nn2c(CNC(=O)c3ccc(Br)cc3)c(C)nc2s1	-3	-2
CCN(c1cccc2ccccc12)S(=O)(=O)c1ccccc1	.	-2
COc1cc(O)c(C(CC(=O)N2CCCCC2)c2ccc(N(C)C)cc2)c(OC)c1 (centres undefined)	26	-2
CCOc1cccc(N2C(=O)CC(N3CCN(c4nc5ccccc5s4)CC3)C2=O)c1 (centres undefined)	-2	-2
N#CC1=C(N)Oc2n[nH]c(-c3ccc4c(c3)OCO4)c2C1c1ccc(Cl)c([N+](=O)[O-])c1 (centres undefined)	47	-2
CC1=C/C(=C/c2ccc(-c3ccc([N+](=O)[O-])cc3)o2)C(=O)O1	19	3
Cc1cc(C)cc(OCC(=O)Nc2ccc3oc(-c4ccncc4)nc3c2)c1	4	1
O=C1CC(c2ccccc2Cl)c2c(n[nH]c2-c2ccccc2)N1 (centres undefined)	69*	2
Other compounds
SMILES	mHTT CaM bind	Pf apPOL inh
c1ccc(-c2nc(-c3ccccn3)nc(-c3ccccn3)n2)nc1	19	.
COc1ccc(NC(=O)CSc2ncccc2C(=O)NCc2cccnc2)c(OC)c1	4	-3
CCN(CC)S(=O)(=O)c1ccc(OC)c([N+](=O)[O-])c1	4	-6
c1cc2nsnc2cc1COc1ccc2c(c1)CCCC2	-39	.
CCn1c(=O)c2c(ncn2Cc2ccccc2)n(-c2ccc(C)cc2)c1=O	-3	-2
Cc1cc([N+](=O)[O-])ccc1NC(=O)C1CC(Cl)=CCC1C(=O)O (centres undefined)	-1	-28
COCc1nc(N2CCN(C(=O)C3CC3)CC2)c2c3c(sc2n1)CCCC3	19	-1
CCCN(CCO)Cc1cc(Br)ccc1OC	-1	1
O=C(Nc1ccc(Cl)cc1F)c1cc2n(n1)CCCN(Cc1ccc(F)cc1)C2=O	12	-2
CSc1ccc(N2CC(c3nnc(NC(=O)CCc4ccccc4)o3)CC2=O)cc1 (centres undefined)	3	-1
CC(C)n1c(=O)c(-c2ccc(C(=O)Nc3ccccc3)cc2)nc2cccnc21	17	-4
CC(C)OC(=O)c1c2c(n3ccccc13)C(=O)c1ccccc1C2=O	6	-23
CCOc1cc(C2C(=C(O)c3ccc(C)cc3)C(=O)C(=O)N2c2nncs2)ccc1O (centres undefined)	12	-12
COC(=O)c1cccc(NC(=O)CC2C(=O)NCCN2C(=O)c2ccccc2)c1 (centres undefined)	.	0
O=C(Nc1ccc2c(c1)C(=O)Nc1ccccc1O2)NC1CCCCC1	-8	-9
Cc1ccc(C(NC(=O)/C=C/c2ccc3c(c2)OCO3)C(=O)Nc2ccc3c(c2)OCO3)cc1 (centres undefined)	23	-1
Cc1ccc(Nc2ccc(C(=O)O)cc2N)cc1	14	-3
Cc1onc(-c2cccc([N+](=O)[O-])c2)c1C(=O)ON=C(C#N)c1ccccc1	.	-24
Cc1noc(-c2cccc(C(F)(F)F)c2)c1C(=O)NCCc1ccc(F)cc1	-4	-1
CC(=O)Nc1ccccc1C(=O)N1CCN(Cc2ccc3c(c2)OCO3)CC1	-5	-5
Cc1nn(Cc2ccccc2Cl)c(C)c1NC(=O)CCCn1nc([N+](=O)[O-])cc1C	6	1
c1ccn(-c2ccc(N3CCOCC3)cc2)c1	11	-7
CC(C)NC(=O)c1nn(C)c2c1COc1ccccc1-2	0	-4
Cn1c(=O)c2cc(C(=O)NCc3cc(F)ccc3F)nn2c2ccccc21	-8	-8
CC1CN(S(=O)(=O)c2ccc(S(N)(=O)=O)cc2)CC(C)O1 (centres undefined)	-6	-1
(more compounds)
SMILES	mHTT CaM bind	Pf apPOL inh
Cc1occc1C(=O)Nc1sc2c(c1C(N)=O)CCC(C(C)(C)C)C2 (centres undefined)	2	-6
CCc1ccc(NC(=O)N2CCC(N3CCN(Cc4ccc(F)cc4)C3=O)CC2)cc1	-5	0
Cc1cccnc1NC(=O)c1ccc(-n2cccn2)nn1	-10	2
O=C(Nc1ccc2oc(-c3ccncc3)nc2c1)c1ccc([N+](=O)[O-])o1	0	-4
COc1ccc(OC)c(NC(=O)COc2ccccc2Cl)c1	4	10
Cc1ccc(NC(=O)C2CCc3sc(C(=O)N(C)C)cc3C2)c(C)c1 (centres undefined)	12	-4
CCS(=O)(=O)N1CCN(C(=O)c2cccc(OC)c2)CC1	0	-7
CC(=O)NCCc1nc2ccccc2n1Cc1ccccc1F	4	-4
c1cc2[nH]onc2c2c3c(nc12)CCCC3	-35	.
Cc1cc(C)cc(Nc2nc3ccncc3n(Cc3ccccc3)c2=O)c1	-3	-2
Cc1ccc(S(=O)(=O)N2CCN(S(=O)(=O)c3ccc(C)c([N+](=O)[O-])c3)C2)cc1[N+](=O)[O-]	2	4
CC1(C(=O)NCc2ccc(F)cc2)CCCN(C(=O)Nc2ccc3c(c2)OCCO3)C1 (centres undefined)	-4	-3
O=C(O)CN1CCN(Cc2ccccc2Cl)C1=O	4	-8
Cc1ccc(NC(=O)c2ccc3c(c2)Sc2ncccc2C(=O)N3C)cc1	-2	-4
O=C(CN1C(=O)CSC1=O)Nc1ccc(C(=O)O)cc1	0	-1
COc1ccc(/C=C(\NC(=O)c2ccco2)C(=O)Nc2ccc(Br)cc2)cc1	6	0
Cc1ccc(NC(=O)c2ccco2)c(C)c1	-2	0
N#Cc1cccc(C(=O)N2CCOC(COc3cccc(C(F)(F)F)c3)C2)c1 (centres undefined)	0	1
CSc1ccc(-c2ncnn2-c2ccc(C)c(Cl)c2)cc1	-2	1
Cc1cc(C(=O)NCc2ccc(S(N)(=O)=O)cc2)ccc1[N+](=O)[O-]	0	-2
O=C(c1ccc(Cl)c(Cl)c1)N(Cc1ccsc1)C1CC1	-35	0

Source: PubChem BioAssay
